Source: PubChem BioAssay
TRHR ag: activates the human TRH receptor; P34981; TRHR cells, calcium flux fluo-8, FDSS agonist mode; activation, % at 2 µM; 360,000 compounds, 0.18% hits; AID 493084; in the data active means activation above about 30%; further: 0% is about no effect
Target sequence (P34981 whole entry, looked up): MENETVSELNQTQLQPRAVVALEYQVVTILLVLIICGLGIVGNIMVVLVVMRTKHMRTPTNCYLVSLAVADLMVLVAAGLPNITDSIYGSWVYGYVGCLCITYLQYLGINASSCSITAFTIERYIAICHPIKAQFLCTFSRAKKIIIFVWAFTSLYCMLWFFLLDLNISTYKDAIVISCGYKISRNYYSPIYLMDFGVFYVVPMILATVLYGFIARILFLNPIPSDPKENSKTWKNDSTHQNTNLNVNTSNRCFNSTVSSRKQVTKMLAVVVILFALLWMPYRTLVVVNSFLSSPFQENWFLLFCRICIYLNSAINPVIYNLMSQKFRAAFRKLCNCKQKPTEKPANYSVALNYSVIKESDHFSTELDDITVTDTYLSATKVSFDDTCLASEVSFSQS
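TRHR-expressing cells, plated overnight in medium with 10% serum, were loaded with fluo-8 calcium dye at room temperature. After a 10 s baseline, library compound was pin-added and calcium release was recorded kinetically (ex 480/em 530) as agonist response.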
D1 agonist: agonists of human D1 dopamine receptor. HEK293 T-REx D1 cells, calcium flux, agonist mode. activation, % at 2 µM. 360,000 compounds, 1% hits. AID 504660; in the data active means activation above about 30%; further: 0% is about no effect
Target sequence (P21728 whole entry, looked up): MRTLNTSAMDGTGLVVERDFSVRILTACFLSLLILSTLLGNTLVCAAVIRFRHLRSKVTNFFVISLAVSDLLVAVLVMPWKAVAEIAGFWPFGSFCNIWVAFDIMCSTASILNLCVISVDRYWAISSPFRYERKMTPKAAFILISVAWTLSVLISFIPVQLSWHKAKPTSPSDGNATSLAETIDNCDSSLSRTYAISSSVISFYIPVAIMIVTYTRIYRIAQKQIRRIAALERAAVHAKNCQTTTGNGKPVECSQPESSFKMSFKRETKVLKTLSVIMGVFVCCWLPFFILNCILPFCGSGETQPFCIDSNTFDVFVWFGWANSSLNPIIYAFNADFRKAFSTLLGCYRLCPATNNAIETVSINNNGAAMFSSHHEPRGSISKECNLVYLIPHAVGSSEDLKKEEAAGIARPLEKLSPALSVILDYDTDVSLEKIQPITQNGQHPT
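Inducible HEK293 T-REx D1 cells, force-coupled to calcium signalling, were plated at 4000 cells/well with tetracycline and held overnight at 30 C. After no-wash calcium dye loading, compound-evoked calcium rise over 180 s flagged agonists.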
RXFP1 ag: agonists of human relaxin receptor RXFP1. 370,000 compounds, 0.3% hits. Potency, µM (series often up to 57.5 µM), without a hit: top-dose activation, most hits filed as activators. HEK293T-RXFP1 cAMP TR-FRET, 30 min; response scale: percent of porcine relaxin response, buffer zero; further: potency means the concentration at half of the fitted maximal effect; on the % scale 0 is the no-effect control and ±100 the full control effect; nearly all actives have a fitted effect of over 60% in size; many of its hits are not listed in these tables
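Agonist response is measured as cAMP accumulation in an RXFP1-transfected HEK293T line under PDE4 inhibition. Values are scaled between buffer-only and 29 nM porcine relaxin, and EC50s come from standard Hill equation fits.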
RXFP1 antagonist: RXFP1 (human) relaxin receptor antagonism | HEK293-RXFP1, relaxin-stimulated cAMP HTRF, 30 min; hits give low values | Q9HBX9 | AID 1259400 | 350,000 compounds, 0.59% hits | activity change, negative = inhibition, % at 57.5 µM;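 active means activity change of -60% or lower, but not beyond a set lower limit; inconclusive means change between -60% and -40%, or beyond the set limit; inactive means change above -40%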; further: on the % scale 0 is the no-effect control and ±100 the full control effect
D1 antagonist: antagonists of human D1 dopamine receptor; HEK293 TREx D1 cells, calcium flux, dopamine EC80; hits give low values; activity change, negative = inhibition, % at 10 µM; 360,000 compounds, 3.2% hits; AID 504652; in the data active means activity change below about -30%; further: on the % scale 0 is the no-effect control and ±100 the full control effect
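Using tetracycline-induced force-coupled D1 Hek293 cells and a calcium dye, signals were followed for 180 s after compound, then for 180 s after EC80 dopamine, to detect inhibitors.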
Anesthetic bind: binds horse apoferritin like a general anesthetic; 350,000 compounds, 0.074% hits; AID 485281; P02791; Potency, µM (top dose mostly 77.5 µM), for inactives: at the highest dose activity change, negative = displacement, hits mostly inhibitors; apoferritin/1-aminoanthracene competitive binding, fluorescence; further: potency means the concentration at half of the fitted maximal effect; on the % scale 0 is the no-effect control and ±100 the full control effect; nearly all actives have a fitted effect of over 20% in size
Target sequence (P02791 2-175 limits assumed): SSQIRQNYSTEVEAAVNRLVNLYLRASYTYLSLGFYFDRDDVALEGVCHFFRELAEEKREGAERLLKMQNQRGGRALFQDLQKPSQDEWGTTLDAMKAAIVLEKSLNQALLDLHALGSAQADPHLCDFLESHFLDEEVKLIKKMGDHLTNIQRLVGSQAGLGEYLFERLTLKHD
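Horse-spleen apoferritin (10 uM) was mixed with 50% saturated 1-aminoanthracene in PBS, exposed to compounds for 10 min at room temperature, and read for fluorescence (ex 380 nm, em 535 nm). Competitive displacement was fitted with a four-parameter Hill equation.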
D2 PAM: D2 dopamine receptor (human) potentiation; AID 485347; HEK293 T-REx D2, calcium flux, EC20 dopamine potentiation; 340,000 compounds, 0.34% hits; potentiation, % at 10 µM; P14416;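 active means potentiation over 3 SD above the plate norm, cut at about 30% in these data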; further: 0% is about no effect
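Using a no-wash calcium dye in inducible, force-coupled HEK293 Trex cells expressing D2, we tracked fluorescence each second for 180 s after compound, then for 180 s after EC20 dopamine to detect augmented signalling.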
TRHR enhancer: allosteric enhancers of human TRH receptor | P34981 | TRHR cells, fluo-8 calcium fluorescence, EC20 TRH enhancement | enhancement, % at 2 µM | 360,000 compounds, 0.66% hits; in the data active means enhancement above about 30%; further: 0% is about no effect
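Enhancer read-out: after compound pinning and an initial kinetic agonist-mode read, an EC20 of TRH (10 nM final) was injected and fluo-8 calcium signal (Ex 480/Em 530) followed at 1 s/cycle for 100 cycles in TRHR-expressing cells.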
D1 potentiator: potentiators of human D1 dopamine receptor. P21728. HEK293 TREx D1 cells, calcium flux, dopamine EC20 potentiation. potentiation, % at 10 µM. 360,000 compounds, 0.036% hits. AID 504651; in the data active means potentiation above about 30%; further: 0% is about no effect
* hit, by the source's call; ? = inconclusive; . = not tested or not shown; [ ] = dose if it differs, or a comment. Unless noted, the call rests on the fitted dose curve; in most records, active means well fitted curve in the direction sought with a large enough effect; inconclusive means small, poorly fitted or top-dose-only effect, or another doubt; inactive means no such curve, though single readings can be large; an effect the other way counts as inactive or inconclusive. Only part of the results is shown (hit frequency here may not be typical).

nr	RXFP1 ag	D1 antagonist	D1 potentiator	Anesthetic bind	D2 PAM	smiles	TRHR ag	RXFP1 antagonist	D1 agonist	TRHR enhancer
1	0.0%	-52.7*	-4.8	.	4.3	Cc1ccc(C)c(OCCC(=O)OCC(=O)Nc2ccc(N3CCOCC3)cc2)c1	-0.7	-3.4	9.4	4.5
2	-1.0%	12.1	-2.0	-14.5%	6.3	Cc1ccc(NC(=O)Nc2nnc(-c3ccncc3)s2)cc1	-0.5	4.2	3.3	-1.7
3	-3.8%	-9.4	-0.9	3.3%	8.0	NS(=O)(=O)c1ccc(NC(=O)COC(=O)c2cnccn2)cc1	-0.9	13.5	4.1	-0.8
4	0.1%	-6.2	5.3	-3.0%	-5.1	COC(=O)N/N=C/c1ccc(-c2ccc(C)c(Cl)c2)o1	-0.3	.	-0.1	1.9
5	-0.5%	-15.2	0.6	5.3%	-3.2	Cc1ccc(NC(=S)N2CCN(c3ccccc3F)CC2)c(C)c1	-0.4	-7.3	3.7	5.7
6	1.3%	-16.4	-1.8	-3.6%	0.6	O=C(NCC(O)CO)c1ccc2[nH]c3ccccc3c2c1 (stereo not drawn)	0.0	-3.1	-0.3	-1.8
7	1.6%	1.7	-0.8	-5.7%	-3.6	Cn1c(-c2cc(Br)ccc2O)n[nH]c1=S	-0.4	?	4.3	-0.8
8	1.0%	.	-0.5	-18.8%	8.9	COC(=O)C1CCN(C(c2ccccc2Cl)c2sc3nc(-c4ccco4)nn3c2O)CC1 (stereo not drawn)	0.2	-4.5	-1.3	29.0
9	-0.3%	-7.0	-8.2	-4.6%	0.1	O=C(NCc1ccccc1)C1CCN(S(=O)(=O)N2CCOCC2)CC1	0.3	10.4	2.6	-1.9
10	-0.3%	-0.6	.	-11.0%	-5.2	O=C(Cn1nc(C(=O)O)c2ccccc2c1=O)Nc1ccc(F)cc1F	-1.0	-1.7	4.4	13.0
11	0.0%	-6.8	0.7	55.4%[activator]	-2.2	COc1ccc(NCc2cc3ccccc3[nH]c2=O)cc1	0.6	12.1	0.9	-4.0
12	1.1%	-7.5	9.1	5.9%	-7.0	CCOc1ccccc1C(=O)OCC(=O)Nc1cc(Cl)ccc1Oc1ccccc1	3.6	-15.6	18.8	-15.1

Results in RXFP1 ag, D1 potentiator and D2 PAM, for 7 of the compounds above:
no.	SMILES	RXFP1 ag	D1 potentiator	D2 PAM
5	Cc1ccc(NC(=S)N2CCN(c3ccccc3F)CC2)c(C)c1	-0.5%	0.6	-3.2
3	NS(=O)(=O)c1ccc(NC(=O)COC(=O)c2cnccn2)cc1	-3.8%	-0.9	8.0
7	Cn1c(-c2cc(Br)ccc2O)n[nH]c1=S	1.6%	-0.8	-3.6
10	O=C(Cn1nc(C(=O)O)c2ccccc2c1=O)Nc1ccc(F)cc1F	-0.3%	.	-5.2
12	CCOc1ccccc1C(=O)OCC(=O)Nc1cc(Cl)ccc1Oc1ccccc1	1.1%	9.1	-7.0
4	COC(=O)N/N=C/c1ccc(-c2ccc(C)c(Cl)c2)o1	0.1%	5.3	-5.1
11	COc1ccc(NCc2cc3ccccc3[nH]c2=O)cc1	0.0%	0.7	-2.2

Next section:
nr	RXFP1 ag	D1 antagonist	D1 potentiator	Anesthetic bind	D2 PAM	smiles	TRHR ag	RXFP1 antagonist	D1 agonist	TRHR enhancer
13	0.7%	46.3	-2.7	-13.5%	14.2	COc1cc(OC)c(NC(=O)N2CC3CCCN3c3ccccc32)cc1Cl (stereo not drawn)	0.2	-23.5	2.1	-4.0
14	2.7%	-2.7	1.6	.	11.7	CCN(CC(=O)Nc1ccc(OC)cc1)C(=O)CSCC(=O)Nc1cc(C)on1	-0.5	2.8	0.9	-1.7
15	-0.9%	2.5	-2.1	1.6%	-8.5	O=S(=O)(NC1CCCC1)c1ccc(-n2cnnn2)cc1	-0.1	3.7	1.2	-5.8
16	-0.8%	0.1	1.9	-15.7%	-5.9	CC1(C)CC(=O)C(C(c2ccccc2F)C2C(=O)CC(C)(C)CC2=O)C(=O)C1	0.3	-9.6	0.8	6.1
17	2.3%	1.7	4.8	.	-0.9	O=C1COc2ccc(C(=O)COC(=O)c3ccc(Cl)cc3[N+](=O)[O-])cc2N1	-0.4	-7.9	4.0	-1.2
18	-0.4%	0.4	-1.8	0.3%	8.0	COc1ccccc1N(C(=O)CNC(=O)c1ccco1)C(C(=O)NC1CCCC1)c1ccncc1 (stereo not drawn)	-0.4	1.5	1.5	-2.4
19	1.4%	-82.2*	1.2	-4.3%	-6.5	CCCCCC[n+]1c(-c2ccccc2)csc1Nc1ccccc1	0.2	-11.7	1.2	1.4
20	-1.4%	4.0	2.9	-7.3%	-6.0	O=C(Nc1ccon1)Nc1ccc(Cl)cc1Cl	-0.1	4.8	2.3	-0.1
21	0.8%	8.0	-1.4	-0.3%	-1.6	CCN1C(=O)/C(=C\c2cn(CCC#N)nc2-c2ccc(F)cc2)SC1=S	7.9	-10.6	8.2	-2.5
22	5.7%	10.1	-2.1	-4.5%	-0.7	CCC(C)NC(=O)Cn1cnc2sc(C)c(S(=O)(=O)N3CCN(c4ncccn4)CC3)c2c1=O (stereo not drawn)	0.1	7.9	2.8	0.5
23	0.3%	5.6	-2.4	2.7%	11.6	C=C(C)C1CC=C(C)/C(=N\NC(=O)CNc2cccc3ccccc23)C1 (stereo not drawn)	-0.1	-4.0	2.6	0.4
24	2.4%	-2.1	-2.9	-2.6%	.	CC(=O)Oc1ccc(/C(C)=N/N2CCN(Cc3ccc(C)cc3)CC2)cc1	0.3	-2.6	14.2	3.0

An excerpt of these results, as a markdown table:
| entry | molecule | RXFP1 ag | D1 antagonist | D1 potentiator | Anesthetic bind | D2 PAM | TRHR ag | RXFP1 antagonist | D1 agonist | TRHR enhancer |
| --- | --- | --- | --- | --- | --- | --- | --- | --- | --- | --- |
| 19 | CCCCCC[n+]1c(-c2ccccc2)csc1Nc1ccccc1 | 1.4% | -82.2* | 1.2 | -4.3% | -6.5 | 0.2 | -11.7 | 1.2 | 1.4 |
| 20 | O=C(Nc1ccon1)Nc1ccc(Cl)cc1Cl | -1.4% | 4.0 | 2.9 | -7.3% | -6.0 | -0.1 | 4.8 | 2.3 | -0.1 |
| 21 | CCN1C(=O)/C(=C\c2cn(CCC#N)nc2-c2ccc(F)cc2)SC1=S | 0.8% | 8.0 | -1.4 | -0.3% | -1.6 | 7.9 | -10.6 | 8.2 | -2.5 |

New compounds follow:
nr	RXFP1 ag	D1 antagonist	D1 potentiator	Anesthetic bind	D2 PAM	smiles	TRHR ag	RXFP1 antagonist	D1 agonist	TRHR enhancer
25	3.0%	-2.0	-2.2	-14.9%	-2.9	Cc1ccc(CN(C)C(=O)CCc2c[nH]c3ccccc23)o1	-0.7	-1.7	-0.5	6.2
26	-0.3%	-1.4	-1.9	-3.4%	1.0	CC(C)c1ccc2oc(-c3ccc(NC(=O)c4cccc(Br)c4)cc3)nc2c1	1.1	.	7.8	3.1
27	-2.1%	-5.8	-2.8	-2.8%	0.3	CCc1ccccc1NC(=O)c1ccc(F)c(S(=O)(=O)N2CCC(C(N)=O)CC2)c1	-0.1	3.7	2.7	-0.1
28	-0.8%	6.3	-4.0	-5.4%	-21.4	CCc1ccccc1NC(=O)Cc1ccc(-n2cccc2)cc1	-0.7	-3.9	14.3	2.6
29	2.5%	7.1	-3.2	-9.0%	5.1	CC1CN(C(=O)N2CCC(C(=O)NCCC3=CCCCC3)CC2)c2cc(Cl)ccc2O1 (stereo not drawn)	-0.1	-14.0	-1.4	5.2
30	0.5%	5.7	2.0	-15.7%	4.2	Cc1cccc(NC(=O)c2nc[nH]c2C(=O)NCC(=O)OCc2ccccc2)c1	-0.4	.	2.2	11.1
31	-0.9%	-7.6	3.7	?	-8.3	COc1ccc(C(=O)Nc2ccc(N3CCCC3)cc2)cc1	0.2	0.6	-0.4	-6.9
32	1.2%	-3.7	-2.8	578.5%[activator]	-5.3	O=C1OCCN1C(=O)[C@H]1[C@H](c2ccc(Cl)cc2)C(c2cccc(Cl)c2)=NN1c1ccccc1	-0.9	.	4.1	-0.5
33	2.3%	22.1	-1.6	-10.6%	-2.2	Cc1ccc(-n2c(N)c(C(=O)N3CCN(C)CC3)sc2=S)cc1	0.0	4.2	-1.4	-2.2
34	7.1%	29.7	-8.4	-12.4%	1.0	O=C(Nc1ccc(-c2nc3cccnc3s2)cc1)C1CCCO1 (stereo not drawn)	0.7	-0.3	-2.1	2.6
35	-0.2%	2.3	1.8	0.9%	7.4	COC(=O)N/N=C/c1ccc(-c2ccc(Cl)cc2Cl)o1	-0.1	-1.0	1.3	-5.4
36	-1.9%	11.2	-1.8	60.4%[activator]	-9.9	Cc1ccc(-n2ncc3c(N4CCN(Cc5ccccc5)CC4)ncnc32)cc1C	-0.2	-23.1	-4.0	2.9
37	-0.3%	-5.6	0.0	-1.6%	0.2	O=C(CSc1nc(-c2ccccc2)c(-c2ccccc2)[nH]1)Nc1ccc2c(c1)OCO2	0.1	-6.1	2.6	0.1
38	-0.4%	-9.5	-2.6	124.3%[activator]	-2.2	Cc1cccc(Cn2c(COc3ccc(Cl)cc3)nc3ccccc32)c1	3.8	0.9	32.4*	-0.4
39	0.4%[11.5 µM]	15.8	0.2	?	.	O=C1CCCC2=C1C1O[C@](CCCCN3C(=O)c4ccccc4C3=O)(Cc3ccccc31)O2	-0.3	.	0.0	-13.4
40	-3.2%	8.3	-3.5	3.7%	.	CCSC1=NC2(CCN(C(=O)NC3CCCCC3)CC2)N=C1c1ccc(C)cc1	0.2	1.4	0.6	5.8
41	3.1%	1.4	2.6	0.7%	0.7	Cn1c(=O)n(C)c2cc(/C=N/N=C3/NC(=O)C(CC(=O)O)S3)ccc21 (stereo not drawn)	0.1	13.9	3.3	12.5
